Bioassay records: PubChem, Broad Institute
Casp6 inh = caspase-6 (human) enzyme inhibition | P55212 | purified caspase-6, Z-VEID-R110 cleavage fluorescence | inhibition, % at 12.5 µM | 350,000 tested, 0.53% active | AID 686996;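 active = mean inhibition across replicates at least about 35%, with every replicate also reaching that limit, limit read from the data; inconclusive = only one of the two criteria met; inactive = neither criterion met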;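 note: 0% = median of neutral control wells and 100% = no fluorescence left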
Target sequence (P55212 24-179 limits assumed): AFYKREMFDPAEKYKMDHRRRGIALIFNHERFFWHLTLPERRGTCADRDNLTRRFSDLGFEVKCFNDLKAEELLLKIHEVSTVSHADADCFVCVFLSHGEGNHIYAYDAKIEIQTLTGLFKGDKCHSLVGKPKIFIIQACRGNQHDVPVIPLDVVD
Target sequence (P55212 194-293 limits assumed): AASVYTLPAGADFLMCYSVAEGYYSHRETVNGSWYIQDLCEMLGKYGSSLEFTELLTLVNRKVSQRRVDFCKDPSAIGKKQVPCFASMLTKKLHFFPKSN
esBAF inh = inhibitors of esBAF chromatin remodeling in mouse ES cells | AID 602393 | 350,000 tested, 2% active | Bmi1-luciferase knock-in reporter, 24 h; 100% = twice the neutral-well signal | reporter increase, % at 12.5 µM; in the data active = activation above about 40%; inconclusive = no clear call, values can overlap the other calls;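 note: 0% = median of the plate's neutral control wells and 100% = double that signal; a rise in the Bmi1 reporter signal indicates esBAF inhibition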
S100A4 MyoIIA = S100A4-myosin IIA interaction inhibition; S100A4/TAMRA-MyoIIA peptide fluorescence polarization; 360,000 tested, 0.14% active; P26447; inhibition, % at 10.7 µM;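 active = mean inhibition of at least 70% across replicates, with every replicate also reaching that level; inconclusive = mean inhibition reaches 70% but some replicates fall short; inactive = mean inhibition below 70%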
Target sequence (P26447 whole entry, looked up): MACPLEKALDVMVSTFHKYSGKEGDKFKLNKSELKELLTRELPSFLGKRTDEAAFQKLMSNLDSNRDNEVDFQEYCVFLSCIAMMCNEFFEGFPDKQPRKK
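Test system: S100A4 monomer protein; Medium: HEPES pH 7.2 with CaCl2, KCl, NaCl, DTT, Triton; Probe or stimulus: TAMRA-labelled myosin IIA heavy-chain peptide probe, 5 nM; Doses: one dose per compound; Times: polarization read 5 min after assay mix addition, stable 5–60 min; Benchmarks: neutral control DMSO, positive control TFP.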
SIRT5 inh = inhibitors of human sirtuin-5 desuccinylase; Q9NXA8; Purified SirT5, succinyl-peptide AMC, trypsin-coupled fluorescence; inhibition, % at 15 µM; 330,000 tested, 1.1% active; AID 652115; in the data active = inhibition above about 15%; inconclusive = no clear call, values can overlap the other calls
Target sequence (Q9NXA8 whole entry, looked up): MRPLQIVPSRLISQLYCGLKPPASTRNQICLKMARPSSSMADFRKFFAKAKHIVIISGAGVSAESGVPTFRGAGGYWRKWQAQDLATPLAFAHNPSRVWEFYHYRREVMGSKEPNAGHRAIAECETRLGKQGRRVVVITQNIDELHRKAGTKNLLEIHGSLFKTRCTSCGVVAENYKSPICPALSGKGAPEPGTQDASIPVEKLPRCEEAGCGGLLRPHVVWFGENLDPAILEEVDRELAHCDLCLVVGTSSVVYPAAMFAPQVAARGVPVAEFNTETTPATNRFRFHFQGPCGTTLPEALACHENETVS
LGR2 inh = inhibitors of bursicon-induced Drosophila LGR2 receptor cAMP signaling; HEK293 LGR2, CRE-luciferase, bursicon-stimulated, 4 h; inhibition, % at 9.99 µM; 380,000 tested, 0.35% active; AID 720647;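 active = drop in luminescence signal, shown as inhibition above about 50% in the replicate tests, limit read from the data, passing the limit was not always enough; inconclusive = probably only some replicates passing the limit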;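 note: agonist challenge used bursicon conditioned medium at about half maximal strength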
FN deposition inh = fibronectin deposition inhibition | AH1F fibroblasts, Alexa488-fibronectin deposition fluorescence, overnight | 350,000 tested, 0.086% active | inhibition, % at 12.6 µM;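 active = mean inhibition across replicates of 30% or more, regardless of how many single replicates reach that level; inconclusive = mean under 30% yet at least half of replicates reach 30%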;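 note: positive control wells lacked labelled fibronectin entirely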
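Material – AH1F fibroblast monolayer, labelled fibronectin deposition · Reagent – labelled fibronectin 24 nM · Timing – 1 h adhesion, overnight exposure · Measured by – fluorescence at 485 nm excitation, 525 nm emission · Read-out – inhibition of fibronectin deposition signal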
Statin myotox sup = suppression of simvastatin myotoxicity; C2C12 myotubes + simvastatin, ATP luminescence, 48 h; scaled: DMSO 0, geranylgeraniol control 100; rescue of ATP level, % at 7.49 µM; 330,000 tested, 0.78% active;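 active = mean ATP rescue above about 67%, or every replicate alone reaching that limit, limit read from the data, passing the limit was not always enough; inconclusive = no clear call, values can overlap the other calls; inactive = mean under the limit and some replicate under it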;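 note: myotubes were challenged with 10 µM simvastatin during compound exposure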
* hit, by the source's call; u = inconclusive; x = not tested or not shown.

SMILES | Casp6 inh | esBAF inh | S100A4 MyoIIA | SIRT5 inh | LGR2 inh | FN deposition inh | Statin myotox sup
CCN(CC)C(=O)Nc1ccc(Br)cc1 | x | x | 0 | 0 | -9 | x | x
COc1ccc(-c2cc(C(=O)N(C)CC(=O)Nc3ccccc3C(F)(F)F)c3ccccc3n2)cc1OC | -75 | -2 | 6 | 3 | -2 | x | -12
O=C(Nc1nnc(-c2ccc(F)cc2)o1)c1cccc([N+](=O)[O-])c1 | 2 | x | -2 | -3 | 15 | 1 | x
O=C(C[C@H]1C[C@@H]2c3cc(NC(=O)Nc4ccc(C(F)(F)F)cc4)ccc3O[C@@H]2[C@H](CO)O1)NCc1ccc2c(c1)OCO2 | 1 | 2 | 40 | 9 | -3 | -9 | -18
O=C(CSc1nc2[nH]c(=O)cc(O)c2s1)Nc1nncs1 | 1 | -2 | -1 | -3 | 2 | 1 | 14
CCCOc1ccc(N2C(=O)CC(N3CCN(c4ccc([N+](=O)[O-])cc4)CC3)C2=O)cc1 (configuration not stated) | -3 | 2 | -6 | -1 | -5 | 10 | 2
CC(C)(C)n1nnnc1CN(Cc1ccco1)Cc1cc2cc3c(cc2[nH]c1=O)OCO3 | x | -2 | x | x | 2 | x | 4
CCc1nc2c(sc3nc4c(cc32)COC(C)(C)C4)c(=O)n1CCN(CC)CC | -2 | -3 | -3 | -1 | -18 | 9 | 0
CC(C)CC#Cc1ccc2c(c1)O[C@@H](CN(C)C(=O)c1ccccc1F)[C@@H](C)CN([C@@H](C)CO)S2(=O)=O | -1 | 1 | 8 | 9 | 18 | x | -2
CCN(CC)S(=O)(=O)c1ccc2c(c1)nc(CCC(=O)OCC(=O)Nc1cc(Cl)cc(Cl)c1)n2C | x | -1 | x | x | 16 | x | -3
CCOC(=O)Nc1ccc([N+](=O)[O-])cc1OC | x | 2 | x | x | x | 4 | 23
COc1ccc(-c2noc(CN(C)C(=O)CCN3C(=O)[C@H]4CC=CC[C@H]4C3=O)n2)cc1 | -2 | -2 | 1 | 2 | 2 | -5 | 2

Quoted from the listing:
`CCCOc1ccc(N2C(=O)CC(N3CCN(c4ccc([N+](=O)[O-])cc4)CC3)C2=O)cc1` (configuration not stated) @ S100A4 MyoIIA = -6
`COc1ccc(-c2cc(C(=O)N(C)CC(=O)Nc3ccccc3C(F)(F)F)c3ccccc3n2)cc1OC` @ LGR2 inh = -2

(list continues)
SMILES | Casp6 inh | esBAF inh | S100A4 MyoIIA | SIRT5 inh | LGR2 inh | FN deposition inh | Statin myotox sup
CC1(C)Oc2ccc(NC(=O)C3COc4ccccc4O3)cc2O1 (configuration not stated) | x | 20 | x | x | x | -3 | -27
O=C(NNC(=O)C(c1ccccc1)c1ccccc1)c1ccccc1O | -1 | -12 | 4 | x | -4 | 12 | 10
S=C(Nc1cccc(Cl)c1)N1CCOCC1 | -3 | -4 | -1 | -22 | 4 | x | -3
CSc1ccc(Cl)c(C(=O)Nc2ccc(C)cn2)c1 | 2 | 22 | 4 | -2 | -2 | x | -6
COc1ccc(N(C(=O)CNC(=O)c2ccco2)C(C(=O)NCC2CCCO2)c2ccccc2)c(OC)c1 (configuration not stated) | 0 | 8 | -1 | 0 | -4 | -3 | 17
O=C(O)C(Cc1cccs1)c1cccs1 (configuration not stated) | 4 | -10 | 0 | -3 | -5 | 2 | -2
Cc1ccccc1CSCC(Nc1ccc(C(=O)O)cc1[N+](=O)[O-])C(=O)O (configuration not stated) | x | -6 | x | x | 10 | x | 27
COc1ccc([C@H]2C[C@H](O)C[C@@H](CCn3cc(-c4ccccc4)nn3)O2)cc1 | -2 | x | -4 | x | -5 | 7 | x
COc1c(C)cc(Br)cc1C(=O)Nc1cccc(NC(=O)c2ccco2)c1 | 2 | -1 | 0 | -3 | 33 | x | -3
COc1cc(/C=N/N2C(C)CCCC2C)cc(Br)c1O (configuration not stated) | 1 | 9 | 2 | -1 | 33 | 1 | -8
O=C(COc1ccccc1F)Nc1ccc2c(c1)CCC2 | -2 | 18 | -4 | -1 | -84 | -10 | 3
Nc1cccc(-c2csc(-n3ncc(C(=O)O)c3C(F)(F)F)n2)c1 | 5 | 6 | -8 | 29* | 7 | -3 | 8

A different layout for some results above:
compound	Casp6 inh	esBAF inh	S100A4 MyoIIA	SIRT5 inh	LGR2 inh	FN deposition inh	Statin myotox sup
Cc1ccccc1CSCC(Nc1ccc(C(=O)O)cc1[N+](=O)[O-])C(=O)O (configuration not stated)	x	-6	x	x	10	x	27
COc1ccc([C@H]2C[C@H](O)C[C@@H](CCn3cc(-c4ccccc4)nn3)O2)cc1	-2	x	-4	x	-5	7	x
COc1c(C)cc(Br)cc1C(=O)Nc1cccc(NC(=O)c2ccco2)c1	2	-1	0	-3	33	x	-3
COc1cc(/C=N/N2C(C)CCCC2C)cc(Br)c1O (configuration not stated)	1	9	2	-1	33	1	-8
O=C(COc1ccccc1F)Nc1ccc2c(c1)CCC2	-2	18	-4	-1	-84	-10	3
Nc1cccc(-c2csc(-n3ncc(C(=O)O)c3C(F)(F)F)n2)c1	5	6	-8	29*	7	-3	8

Additional structures:
SMILES | Casp6 inh | esBAF inh | S100A4 MyoIIA | SIRT5 inh | LGR2 inh | FN deposition inh | Statin myotox sup
Cc1cccc(-c2nc3ccccc3c(=O)n2NC(=O)Cc2ccc(Cl)cc2)c1 | -1 | x | -3 | 0 | 5 | 7 | x
CCOc1ccc(CCNC(=O)CN2C(=O)COc3ccc(S(=O)(=O)N4CCOCC4)cc32)cc1 | -2 | -7 | -1 | -3 | 19 | -6 | 5
Cc1ccc(C(=O)NCC(=O)NCC(=O)OCc2ccc(F)cc2)cc1 | 1 | x | 2 | 2 | 19 | x | x
Cc1ccc(NC(=O)CNC(=O)c2ccc(C(C)(C)C)cc2)cc1S(=O)(=O)N1CCOCC1 | 0 | 30 | 17 | -4 | -31 | 2 | 2
C[C@H](CO)N1C[C@H](C)[C@@H](CN(C)S(=O)(=O)c2ccccc2)Oc2c(NC(=O)CCC(F)(F)F)cccc2C1=O | -3 | -7 | -2 | x | 1 | 13 | -3
c1ccc(-c2csc(Nc3ccccn3)n2)cc1 | -4 | -5 | 0 | -5 | -43 | -6 | 3
O=C(NO)c1ccccc1C(F)(F)F | -1 | x | 1 | -4 | 5 | -23 | x
CCOC(=O)c1ccc(N2Cc3ccccc3C2=NC(=O)c2ccncc2)cc1 | -1 | x | 0 | -3 | -59 | -1 | x
CS(=O)(=O)N1CCCC(C(=O)NCc2ccc(F)cc2)C1 (configuration not stated) | x | -8 | x | x | x | -2 | -5
CC1CCN(CCc2nc3cc(NC(=O)COc4ccccc4)ccc3n2C)CC1 | -9 | 9 | -32 | -7 | 7 | 2 | 6
C[C@@H]1CCCCO[C@@H](CN(C)C(=O)C2CCCCC2)[C@H](C)CN([C@H](C)CO)C(=O)c2cc(NC(=O)c3ccccc3)ccc2O1 | 0 | 10 | 1 | 2 | -3 | x | x
CNC(=O)/C(C#N)=C1\SC(Cc2ccc(F)cc2)C(=O)N1c1ccccc1C (configuration not stated) | 1 | 0 | -2 | 2 | -4 | 4 | -11
Cc1noc(C)c1NC(=O)N(C)C[C@H]1Oc2c(NC(=O)NC(C)C)cccc2C(=O)N([C@@H](C)CO)C[C@@H]1C | 1 | 1 | -4 | -1 | 7 | x | x
Cc1ccc(CNC(=O)C2CCN(S(=O)(=O)c3ccc4c(c3)CC(C)N4C(=O)C3CCC3)CC2)o1 (configuration not stated) | 0 | -7 | 0 | -1 | -15 | 3 | 5
CC(=O)NC(c1ccccc1)c1nc(-c2cccc(C#N)c2)cs1 (configuration not stated) | -3 | -4 | -1 | -1 | -13 | -14 | 2
C[C@H]1CN([C@@H](C)CO)C(=O)c2cc(NS(=O)(=O)c3cn(C)cn3)ccc2O[C@H]1CN(C)S(=O)(=O)c1ccc(F)cc1 | -1 | -1 | 8 | 5 | -1 | 2 | 20
Cc1cc(C(=O)O)ccc1NCc1cccnc1 | -2 | -2 | -13 | 0 | 4 | 2 | 9
NS(=O)(=O)c1ccc(CCNC(=O)C(=O)NCC2OCCN2S(=O)(=O)c2cccs2)cc1 (configuration not stated) | 2 | -2 | -5 | -2 | 0 | 0 | 3
COc1ccc(C2=NNC(c3cccnc3)=Nc3ccccc32)cc1 | 1 | x | 0 | 1 | 23 | -4 | x
Cc1ccc(S(=O)(=O)N(C)C)cc1NC(=O)COC(=O)CCCOc1ccccc1 | -3 | x | -2 | -2 | -4 | 3 | x
O=C(C[C@@H]1C[C@@H]2c3cc(NC(=O)Nc4ccccc4)ccc3O[C@@H]2[C@H](CO)O1)NCc1cccnc1 | x | 11 | x | x | 0 | -12 | 2
C[C@@H]1CN([C@@H](C)CO)C(=O)CCCn2cc(nn2)CO[C@H]1CN(C)Cc1ccncc1 | x | -4 | x | x | -3 | -2 | -3
O=C1C2CCCCN2C(=O)N1CCCCN1CCN(c2cccc(C(F)(F)F)c2)CC1 (configuration not stated) | -3 | 1 | -4 | 1 | -6 | -3 | 0
Cc1ccc(S(=O)(=O)N2CCOCC2)cc1NC(=O)C(c1ccc(Cl)cc1)C(C)C (configuration not stated) | 4 | x | -10 | 1 | -4 | 1 | x
CCc1noc(C)c1C(=O)N(CC)CC(=O)NCc1ccc(F)cc1 | -2 | -6 | -1 | -1 | 2 | -1 | -5
O=C(Nc1cccc(Br)c1)c1ccc(CSc2ccccc2)cc1 | -4 | x | 15 | 24* | -15 | 18 | x
O=C(NCCc1ccc(Cl)cc1)C1CCC(CNc2c(N3CCCCC3)c(=O)c2=O)CC1 (configuration not stated) | -2 | -4 | -7 | x | -15 | -2 | -6
Cc1ccc(SCCNC(=S)Nc2cc(C)cc(C)c2)cc1 | x | 0 | x | x | 3 | x | 117*
COc1cccc(OCc2cc(C(=O)NCc3ccc4c(c3)OCO4)no2)c1 | -1 | 27 | 0 | -3 | -15 | -8 | 28
COc1ccc2c3c([nH]c2c1)[C@H](CO)N(Cc1cc(F)ccc1F)CC31CN(C(=O)CN(C)C)C1 | 3 | x | u | -1 | -13 | x | x
Cc1sc(NC(=O)C2=COCCO2)nc1-c1ccc(Cl)cc1 | -1 | 20 | 2 | -2 | -47 | x | -13
COc1cccc(NC(=O)CN(c2cccc(C(F)(F)F)c2)S(C)(=O)=O)c1 | x | 5 | x | x | x | 11 | 12
O=C(NCC(F)(F)F)[C@@H]1[C@@H](CO)[C@@H]2Cn3c(cccc3=O)[C@H]1N2CCC(F)(F)F | 1 | x | -5 | 2 | 20 | x | x
Cc1cc(C)cc(OCC(=O)Nc2ccc3c(c2)C(=O)c2ccccc2C3=O)c1 | 0 | x | 3 | -5 | -11 | 13 | x
CCCC#Cc1cnc2c(c1)C(=O)N([C@H](C)CO)C[C@@H](C)[C@@H](CN(C)C(=O)c1cnccn1)O2 | 0 | 2 | 26 | 4 | 1 | 18 | -4
Cc1nnc(SCC(=O)NNC(=O)COc2ccc(Cl)cc2)s1 | 0 | -5 | 12 | -3 | -2 | 0 | 11

The list is partial; count on the stated rates, not on these rows.
